KCNK9 inh: human KCNK9 channel inhibition; Q9NPC2; HEK293 KCNK9, FluxOR thallium flux fluorescence; hits give low values; B-score at 10 µM; 310,000 tested, 1.2% active; AID 488922;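 active = ratio B-score over 3 SD below the library mean, with starting fluorescence within 5 SD of its mean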;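 note: negative B-score means less thallium flux so channel inhibition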
HDAC3 inh: blocks human histone deacetylase 3; recombinant HDAC3, fluorogenic peptide/trypsin coupled, fluorescence; inhibition, % at 8.3 µM; 320,000 tested, 0.15% active; AID 2718; in the data active = inhibition above about 26%, passing the limit was not always enough
GSK3A inh: inhibitors of human GSK-3 alpha kinase | P49840 | ADP-Glo luminescence, 60 min | inhibition, % at 10 µM | 320,000 tested, 0.1% active | AID 2650;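 in the data active = inhibition above about 50%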;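 note: GST-tagged GSK-3 alpha with peptide substrate and 25 µM ATP; 0% = DMSO neutral wells and 100% = GW8510 positive control wells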
hERG protect: hERG (human) protection from proarrhythmic block; activation (rescue from dofetilide block), less the hit threshold, % at 10 µM; 310,000 tested, 0.51% active; CHO-hERG, FluxOR thallium flux, dofetilide IC70 present; AID 1511;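 active = activation above the mean of controls blocked by dofetilide plus 5 SD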;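 note: thallium influx through hERG after potassium depolarization seen as dye fluorescence rise; in these data hits start at about 4.7%; inactives centre near -7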
KCNQ1 inh: blocks the human KCNQ1 potassium channel | B-score at 10 µM | 310,000 tested, 1.3% active | CHO-K1 KCNQ1, FluxOR thallium flux fluorescence; hits give high values | P51787;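 active = compounds whose thallium flux B-score, printed positive for inhibition, exceeds three library SD while starting fluorescence stays within three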;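 note: channel opened by potassium depolarization with thallium stimulus after 20 min compound exposure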
Target sequence (P51787 whole entry, looked up): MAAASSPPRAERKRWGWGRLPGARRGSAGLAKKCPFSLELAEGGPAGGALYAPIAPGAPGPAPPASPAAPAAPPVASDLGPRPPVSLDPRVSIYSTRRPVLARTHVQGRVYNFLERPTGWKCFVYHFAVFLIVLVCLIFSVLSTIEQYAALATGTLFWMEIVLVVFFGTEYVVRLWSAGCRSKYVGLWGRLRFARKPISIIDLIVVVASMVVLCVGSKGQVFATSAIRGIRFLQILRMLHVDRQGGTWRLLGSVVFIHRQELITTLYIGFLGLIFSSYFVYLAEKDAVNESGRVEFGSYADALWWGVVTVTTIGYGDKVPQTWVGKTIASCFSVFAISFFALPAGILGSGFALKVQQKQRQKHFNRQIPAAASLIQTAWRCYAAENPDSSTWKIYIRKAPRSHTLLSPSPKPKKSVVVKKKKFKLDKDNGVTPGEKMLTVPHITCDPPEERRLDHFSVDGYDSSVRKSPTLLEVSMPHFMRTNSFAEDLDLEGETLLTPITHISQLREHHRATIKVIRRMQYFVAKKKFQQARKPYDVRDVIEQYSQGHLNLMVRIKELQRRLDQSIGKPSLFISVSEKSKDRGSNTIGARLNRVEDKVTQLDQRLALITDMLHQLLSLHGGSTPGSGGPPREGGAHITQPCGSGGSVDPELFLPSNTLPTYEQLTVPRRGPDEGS
PolyA inhibitor: blocks polyadenylation in yeast reporter cells; S. cerevisiae SKY197-pL101 polyadenylation reporter, beta-gal luminescence; efflux-impaired pdr1/pdr3 knockout yeast; score 100 = 6 SD above DMSO; calls only at 12 µM; 300,000 tested, 0.02% active;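 active = lowest replicate activity score at least 50, where 100 means six control SD above control mean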;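 note: yeast exposed to compound for 9 h at 30 °C; higher score means more reporter readthrough which indicates perturbed polyadenylation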
KCNQ1 act: potentiators or activators of human KCNQ1 potassium channel; CHO-K1 KCNQ1, thallium flux FluxOR fluorescence; hits give high values; AID 2648; B-score at 10 µM; 310,000 tested, 0.35% active;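 active = fluorescence ratio B-score, a plate-corrected score, at least three library SD, with initial intensity B-score within 5 SD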
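Assay system: CHO-K1 cells stably expressing KCNQ1; Medium: assay buffer with matched DMSO; Also added: K+/Tl+ depolarizing stimulus; Dosing: single dose; Timing: dye 90 min, compound 20 min, room temperature; Measured by: kinetic FluxOR thallium fluorescence, 10-s 1-Hz baseline, 110-s post-stimulus read; Read-out: peak-minus-minimum fluorescence over initial fluorescence, negative-control normalized, B-scored.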
RGS4 pot: RGS4 potentiation or activation. 310,000 tested, 0.92% active. AID 463111. HEK293 M3R/inducible RGS4, carbachol calcium flux Fluo4; hits give low values. B-score at 10 µM;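 active = B-score of the integrated calcium signal more than 4 SD below the library mean, with starting fluorescence not abnormally high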;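 note: negative B-score means reduced calcium response which marks RGS4 activation or potentiation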
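Material: Inducible-RGS4 HEK293 cells carrying M3 receptor; also added: carbachol at ECmax as muscarinic agonist stimulus; incubation: compound preincubation 20 min at room temperature before agonist; signal: Fluo4-AM (2 µM) calcium-flux fluorescence, kinetic read; measure: integrated calcium ratio converted to B score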
Dyrk1A ADPGlo: blocks rat Dyrk1A kinase activity | Q63470 | ADP-Glo luminescence, NFATc1 peptide | inhibition, % at 12.5 µM | 310,000 tested, 0.43% active | AID 504441; in the data active = inhibition above about 50%;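 note: plate controls were vehicle with enzyme for no effect and no enzyme for full effect; many of its hits are not listed in these tables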
KCNK3 block: human KCNK3 channel inhibition, primary screen; O14649; CHO-KCNK3 thallium flux, FluxOR fluorescence; hits give low values; B-score at 10 µM; 340,000 tested, 0.84% active; AID 602410;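 active = B-score under library mean minus 4 SD, starting fluorescence ratio at most library mean plus 5 SD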;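 note: more negative B-score means stronger inhibition of thallium flux through KCNK3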
GSK3beta inhib: inhibitors of human GSK3beta kinase; P49841; GST-GSK3beta kinase, ADP-Glo luminescence, 60 min; hits give low values; activity score (negative = inhibition), % at 10 µM; 300,000 tested, 0.038% active;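 active = more than half of replicate wells score below -50%, meaning over 50% inhibition versus plate controls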;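 note: 0% = median DMSO wells and -100% = median GW8510 positive control wells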
Target sequence (P49841 whole entry, looked up): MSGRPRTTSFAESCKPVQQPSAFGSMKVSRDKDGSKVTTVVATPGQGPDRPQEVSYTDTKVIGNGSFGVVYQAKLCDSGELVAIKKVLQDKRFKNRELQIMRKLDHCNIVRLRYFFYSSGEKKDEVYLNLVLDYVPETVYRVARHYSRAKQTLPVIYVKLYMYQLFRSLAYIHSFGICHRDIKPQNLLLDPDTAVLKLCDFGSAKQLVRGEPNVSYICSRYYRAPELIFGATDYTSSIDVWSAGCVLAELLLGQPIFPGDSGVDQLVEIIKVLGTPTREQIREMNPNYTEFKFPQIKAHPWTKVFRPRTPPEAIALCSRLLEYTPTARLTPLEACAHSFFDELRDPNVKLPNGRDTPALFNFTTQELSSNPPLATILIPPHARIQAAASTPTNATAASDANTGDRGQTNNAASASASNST
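Test system – GST-tagged human GSK3beta kinase, cell-free · Incubation – 60 min enzyme reaction, room temperature · Signal – ADP-Glo luminescence · Also added – peptide substrate and ATP at 25 µM · Controls – DMSO neutral wells and GW8510 at 20 µM as positive · Buffer or medium – Tris/MgCl2 kinase buffer · Measure – Luminescence-derived activity versus plate DMSO and GW8510 wells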
* marks the source's active call; other numbers are inactive results; & = joins results of further samples.

What do the screens show for `CCN(CC)C(=O)C1CCN(Cc2ccc(OCc3ccccc3)c(OC)c2)CC1`?
KCNK9 inh: inactive; HDAC3 inh: 7.0; GSK3A inh: -1.2; hERG protect: -6.3; KCNQ1 inh: inactive; PolyA inhibitor: inactive; KCNQ1 act: inactive; RGS4 pot: inactive; KCNK3 block: inactive; GSK3beta inhib: -0.6

Results for Cn1c(SCc2ccccc2Br)nc2ccccc2c1=O ?
KCNK9 inh: inactive; HDAC3 inh: -5.4; GSK3A inh: -1.0; hERG protect: -11.2; KCNQ1 inh: inactive; PolyA inhibitor: inactive; KCNQ1 act: inactive; RGS4 pot: inactive; KCNK3 block: -9.04*; GSK3beta inhib: 1.8

How did CCC(=O)Nc1c2c(nc3c1CCC3)CCCC2 do in these assays?
KCNK9 inh: inactive; HDAC3 inh: -0.1; GSK3A inh: -1.1; hERG protect: -4.0; KCNQ1 inh: inactive; PolyA inhibitor: inactive; KCNQ1 act: inactive; RGS4 pot: inactive; Dyrk1A ADPGlo: 0.7; KCNK3 block: inactive; GSK3beta inhib: -4.1

How did O=C1CN(C(=O)COc2c(F)c(F)cc(F)c2F)c2ccccc2N1 do in these assays?
KCNK9 inh: inactive; HDAC3 inh: 2.5; GSK3A inh: -0.7; hERG protect: -9.4; KCNQ1 inh: inactive; PolyA inhibitor: inactive; KCNQ1 act: inactive; RGS4 pot: inactive; Dyrk1A ADPGlo: -2.6; KCNK3 block: inactive; GSK3beta inhib: 3.0

How did O=C(NC1CCCCCC1)C1CC(=O)N(Cc2ccccc2)C1 (centres undefined) do in these assays?
KCNK9 inh: inactive; HDAC3 inh: 2.8; GSK3A inh: -2.6; hERG protect: -16.6; KCNQ1 inh: inactive; PolyA inhibitor: inactive; KCNQ1 act: inactive; RGS4 pot: inactive; Dyrk1A ADPGlo: -4.5; KCNK3 block: inactive; GSK3beta inhib: -2.0

How did CCOc1ccc2nc(SCC(=O)NC3CCCc4ccccc43)sc2c1 (centres undefined) do in these assays?
KCNK9 inh: inactive; HDAC3 inh: -1.1; GSK3A inh: 5.5; hERG protect: -4.8; KCNQ1 inh: inactive; PolyA inhibitor: inactive; KCNQ1 act: inactive; RGS4 pot: inactive; Dyrk1A ADPGlo: -2.5; KCNK3 block: inactive; GSK3beta inhib: -2.4

Results for COc1ccc(NC(=O)Nc2ccc3c(c2)CCC3)cc1OC ?
KCNK9 inh: inactive; HDAC3 inh: 1.8; GSK3A inh: 11.4; hERG protect: -6.0; KCNQ1 inh: inactive; PolyA inhibitor: inactive; KCNQ1 act: inactive; RGS4 pot: inactive; Dyrk1A ADPGlo: -0.6; KCNK3 block: inactive; GSK3beta inhib: 3.5

Results for CC(=O)c1ccc(Nc2nc(NCCO)nc(OC(C(F)(F)F)C(F)(F)F)n2)cc1 ?
KCNK9 inh: inactive; HDAC3 inh: 15.0; GSK3A inh: -1.5; hERG protect: -25.9; KCNQ1 inh: 8*; PolyA inhibitor: inactive; KCNQ1 act: inactive; RGS4 pot: inactive; Dyrk1A ADPGlo: 11.5; KCNK3 block: inactive; GSK3beta inhib: 0.1

How did COC(=O)C1C2CCC(C2)C1C(=O)OCC(=O)c1ccccc1 (centres undefined) do in these assays?
KCNK9 inh: inactive; HDAC3 inh: 1.3; GSK3A inh: 0.2; hERG protect: -13.9; KCNQ1 inh: inactive; PolyA inhibitor: inactive; KCNQ1 act: inactive; RGS4 pot: inactive; Dyrk1A ADPGlo: 3.0; KCNK3 block: inactive; GSK3beta inhib: -2.9

Results for C=CCN(C(=O)CCC(=O)Nc1cc(C)on1)C(C(=O)NC(C)(C)C)c1ccc(OC)cc1 (centres undefined) ?
KCNK9 inh: inactive; HDAC3 inh: 1.8; GSK3A inh: -1.0; hERG protect: -5.2; KCNQ1 inh: inactive; PolyA inhibitor: inactive; KCNQ1 act: inactive; RGS4 pot: inactive; Dyrk1A ADPGlo: 2.4; KCNK3 block: inactive; GSK3beta inhib: -1.4

What do the screens show for `COc1ccccc1N(C(=O)NCc1ccccc1)C1=NCC(C)S1` (centres undefined)?
KCNK9 inh: inactive; HDAC3 inh: -0.5; GSK3A inh: -0.5; hERG protect: -4.2; KCNQ1 inh: inactive; KCNQ1 act: inactive; RGS4 pot: inactive; Dyrk1A ADPGlo: 2.6; KCNK3 block: inactive; GSK3beta inhib: -1.3

How did Cn1c(SCC(O)c2ccccc2)nnc1-c1ccc2ccccc2c1 (centres undefined) do in these assays?
KCNK9 inh: inactive; HDAC3 inh: -1.8; GSK3A inh: 3.6; hERG protect: -7.0; KCNQ1 inh: inactive; PolyA inhibitor: inactive; KCNQ1 act: inactive; RGS4 pot: inactive; Dyrk1A ADPGlo: 2.3; KCNK3 block: inactive; GSK3beta inhib: 1.2

How did CC(C)Oc1ccc(CNC(=O)CCCN2C(=O)C(c3ccccc3)Oc3cccnc32)cc1 (centres undefined) do in these assays?
KCNK9 inh: inactive; HDAC3 inh: -6.5; GSK3A inh: -3.7; hERG protect: -5.2; KCNQ1 inh: inactive; PolyA inhibitor: inactive; KCNQ1 act: inactive; RGS4 pot: inactive; Dyrk1A ADPGlo: -11.8; KCNK3 block: inactive; GSK3beta inhib: -1.7

Results for O=c1[nH]c2cc3c(cc2cc1C(c1nnnn1C1CCCC1)N1CCSCC1)OCCO3 (centres undefined) ?
KCNK9 inh: inactive; HDAC3 inh: -5.7; GSK3A inh: -4.3; hERG protect: -0.9; KCNQ1 inh: inactive; PolyA inhibitor: inactive; KCNQ1 act: inactive; RGS4 pot: inactive; Dyrk1A ADPGlo: 5.0; KCNK3 block: inactive; GSK3beta inhib: -1.3

What do the screens show for `COc1ccc(-n2c(Cc3cccn3C)nnc2SCC(=O)Nc2ccc(C)cc2C)cc1`?
KCNK9 inh: inactive; HDAC3 inh: 10.5; hERG protect: -14.8; KCNQ1 inh: inactive; PolyA inhibitor: inactive; KCNQ1 act: inactive; RGS4 pot: inactive; Dyrk1A ADPGlo: -2.1; KCNK3 block: inactive; GSK3beta inhib: 2.5

How did Cc1nn(-c2ccccc2)c(Cl)c1/C=N/O do in these assays?
KCNK9 inh: inactive; HDAC3 inh: -0.8; hERG protect: -2.6; KCNQ1 inh: inactive; PolyA inhibitor: inactive; KCNQ1 act: inactive; RGS4 pot: inactive; Dyrk1A ADPGlo: -36.7; KCNK3 block: inactive; GSK3beta inhib: -24.1

What do the screens show for `Cc1cccc(N2CCN(C(=O)C3CC(=O)N(C4CCCC4)C3)CC2)c1C` (centres undefined)?
KCNK9 inh: inactive; HDAC3 inh: 2.3; GSK3A inh: -0.7; hERG protect: -6.2; KCNQ1 inh: inactive; PolyA inhibitor: inactive; KCNQ1 act: inactive; RGS4 pot: inactive; Dyrk1A ADPGlo: -5.6; KCNK3 block: inactive; GSK3beta inhib: 2.6

How did O=C(CCNS(=O)(=O)c1ccc(Cl)cc1)N1CCN(Cc2ccccc2)CC1 do in these assays?
KCNK9 inh: inactive; HDAC3 inh: -4.5; GSK3A inh: 1.1; hERG protect: -13.2; KCNQ1 inh: inactive; PolyA inhibitor: inactive; KCNQ1 act: inactive; RGS4 pot: inactive; Dyrk1A ADPGlo: -2.1; KCNK3 block: inactive; GSK3beta inhib: 3.1

How did Cc1csc(SCC(=O)Nc2oc(C)c3c(C)n[nH]c(=O)c23)n1 do in these assays?
KCNK9 inh: inactive; HDAC3 inh: 2.8; GSK3A inh: 1.3; hERG protect: -16.4; KCNQ1 inh: inactive; PolyA inhibitor: inactive; KCNQ1 act: inactive; RGS4 pot: inactive; Dyrk1A ADPGlo: 16.8; KCNK3 block: inactive; GSK3beta inhib: -0.6

Results for Cc1ccc(S(=O)(=O)N2CC3CCCC2C3)cc1 (centres undefined) ?
KCNK9 inh: inactive; HDAC3 inh: -6.9; GSK3A inh: 11.2; hERG protect: -1.5; KCNQ1 inh: inactive; PolyA inhibitor: inactive; KCNQ1 act: inactive; RGS4 pot: inactive; KCNK3 block: inactive; GSK3beta inhib: 2.7

Results for Cc1ccnc(NCc2c(O)ccc3ccccc23)c1 ?
KCNK9 inh: inactive; HDAC3 inh: -3.3; GSK3A inh: 2.0; hERG protect: -7.7; KCNQ1 inh: inactive; PolyA inhibitor: inactive; KCNQ1 act: inactive; RGS4 pot: inactive; KCNK3 block: inactive; GSK3beta inhib: 0.4

Results for CN(CCc1ccccn1)C(=O)CCNC(=O)Cn1cnc2ccccc2c1=O ?
KCNK9 inh: inactive; HDAC3 inh: -2.4; GSK3A inh: -1.4; hERG protect: -10.6; KCNQ1 inh: inactive; PolyA inhibitor: inactive; KCNQ1 act: inactive; RGS4 pot: inactive; Dyrk1A ADPGlo: 0.1; KCNK3 block: inactive; GSK3beta inhib: 2.2

What do the screens show for `CCCc1cc(=O)oc2cc(OCC(=O)N(C)C)c(Cl)cc12`?
KCNK9 inh: inactive; HDAC3 inh: 4.0; GSK3A inh: -1.7; hERG protect: -5.7; KCNQ1 inh: inactive; PolyA inhibitor: inactive; KCNQ1 act: inactive; RGS4 pot: inactive; Dyrk1A ADPGlo: 3.9; KCNK3 block: inactive; GSK3beta inhib: -7.8

How did COc1ccc(S(=O)(=O)N2CCOCC2)cc1C(=O)NC1CCCCC1 do in these assays?
KCNK9 inh: inactive; HDAC3 inh: 0.5; GSK3A inh: -1.3; hERG protect: -5.4; KCNQ1 inh: inactive; KCNQ1 act: inactive; RGS4 pot: inactive; Dyrk1A ADPGlo: -4.5; KCNK3 block: inactive; GSK3beta inhib: -10.8

What do the screens show for `COC(=O)C1=C(C)NC(C)=C([N+](=O)[O-])C1c1ccccc1C(F)(F)F` (centres undefined)?
KCNK9 inh: inactive; HDAC3 inh: 4.8&12.1; GSK3A inh: -0.1&2.1; hERG protect: -13.0; KCNQ1 inh: inactive; PolyA inhibitor: inactive; KCNQ1 act: inactive; RGS4 pot: inactive; Dyrk1A ADPGlo: 10.6&2.1; KCNK3 block: inactive; GSK3beta inhib: -2.8

How did CCn1nc(NC(=O)c2cccnc2)c2cc3ccccc3nc21 do in these assays?
KCNK9 inh: inactive; HDAC3 inh: -5.0; GSK3A inh: -1.1; hERG protect: -17.8; KCNQ1 inh: inactive; PolyA inhibitor: inactive; KCNQ1 act: inactive; RGS4 pot: inactive; Dyrk1A ADPGlo: -9.6; KCNK3 block: inactive; GSK3beta inhib: 2.1

A portion of the library, so the mix of outcomes need not match the whole.
